# Shn3 inh set2: Schnurri-3 reporter inhibition in Clone20 osteoblasts. inhibition, % at 12.5 µM. Clone20 osteoblast Shn3 3'UTR firefly luciferase, 24 h. 0.52% of 360,000 active;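 active means mean inhibition of at least 75% with every replicate also reaching 75%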;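 further: 0% = median of neutral control wells and 100% = pilot-screen positive control compound; some compounds past the cut are filed as inactive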
# Peg3 prom inh: inhibitors of Peg3 promoter. inhibition, % at 20 µM. HeLa PEG-Prom luciferase reporter, luminescence, overnight. 1.7% of 360,000 active. AID 588405;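 active means inhibition of at least 50% at 20 µM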
# KKLEB tox: CF airway cell cytotoxicity counter-screen; activity change (cytotoxicity), % at 5 µM; 0.36% of 360,000 active; KKLEB CF airway cells viability, ATPlite luminescence, overnight; active compounds read low; cells stimulated with P. aeruginosa culture filtrate;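 active means corrected activity change at or below -50% at 5 µM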
# TRPM1 prom inh: reduces MITF-dependent TRPM1 promoter luciferase signal; 0.83% of 330,000 active; inhibition, % at 12.5 µM; SK-MEL-5 TRPM1 promoter luciferase, 24 h; AID 488899;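 active means mean inhibition across replicates of 60% or more, whatever share of single replicates reaches that level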; further: values of inactives mirror those of a sister screen read the other way
# NR2E3 ag-1: NR2E3 (human) agonism; GST-NR2E3/biotin-RetCOR TR-FRET, 1536-well; 0.12% of 320,000 active; AID 2300; Q9Y5X4; inhibition of corepressor binding, % at 4.78 µM;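 active means percent inhibition above the cutoff of mean plus 3 SD of all tested compounds, set per screening campaign, cut at about 20% in these data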;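 further: 0% = DMSO wells and 100% = biotin wells as full block of FRET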
# Target sequence (Q9Y5X4 whole entry, looked up): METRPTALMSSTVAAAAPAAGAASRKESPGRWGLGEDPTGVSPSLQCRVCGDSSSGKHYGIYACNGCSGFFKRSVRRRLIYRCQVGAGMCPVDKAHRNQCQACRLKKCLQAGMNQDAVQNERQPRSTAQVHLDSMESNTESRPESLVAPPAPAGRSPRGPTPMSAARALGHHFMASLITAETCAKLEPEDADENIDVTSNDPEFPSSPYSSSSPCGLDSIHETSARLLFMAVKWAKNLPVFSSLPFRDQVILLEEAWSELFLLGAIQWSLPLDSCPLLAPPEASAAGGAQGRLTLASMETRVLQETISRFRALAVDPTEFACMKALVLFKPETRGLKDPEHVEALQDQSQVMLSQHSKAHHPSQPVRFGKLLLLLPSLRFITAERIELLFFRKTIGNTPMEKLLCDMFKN
#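 Assay system: NR2E3–RetCOR corepressor complex. Quantity: 1.35 nM GST-NR2E3. Buffer or medium: pH 7.5 Tris-based buffer. Reagent: biotinylated RetCOR corepressor at 7 nM final. Schedule: 5 h at 4 °C. Detection: TR-FRET, emission read at 617 and 671 nm. Replicates: one well per compound, singlicate testing.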
# CF NFkB inh: cystic fibrosis NF-kB activation inhibition | KKLEB NF-kB-GFP reporter, PAF-induced, GFP fluorescence overnight | inhibition, % at 5 µM | 0.86% of 360,000 active | AID 588850;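 active means at least 50% inhibition at 5 µM, scaled per plate between neutral and stimulator controls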;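 further: PAF is a Pseudomonas aeruginosa culture filtrate used as stimulus; plate controls were PAF-stimulated DMSO wells for no effect and unstimulated DMSO wells for full effect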
# HIF-2a inh: blocks HIF-2a reporter activity; 0.72% of 360,000 active; inhibition, % at 18.8 µM; 786-0 RCC cells HIF-2a reporter, luciferase luminescence, overnight;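 active means inhibition of the luminescence signal of 40% or more relative to plate controls, in a single-dose primary screen at 18.75 µM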
# CaV13 ICDI inh: Disruptors of the CACNA1D IQ motif to Ca2+-dependent inactivation inhibitor domain association, primary screening, Förster resonance energy transfer in intact living … | HEK cells, CFP/YFP FRET ICDI-IQ, plate reader, 10 min; percent FRET-ratio fall versus neutral wells | inhibition, % at 12.3 µM | 0.098% of 340,000 active | AID 743397;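 active means mean replicate inhibition of at least 30% and at least 1% of replicates passing that level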;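 further: 0% = median of the neutral control wells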
# NR2E3 ag-2: human photoreceptor-specific nuclear receptor agonism. Q9Y5X4. CHO-S Gal4-NCOR/VP16-NR2E3 two-hybrid, luciferase. inhibition of corepressor binding, % at 3.98 µM. 0.35% of 360,000 active. AID 602229;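 active means inhibition above the mean of all tested compounds plus 3 SD, cut at about 70% in these data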;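 further: 0% = DMSO with NR2E3 transfected cells and 100% = cells lacking NR2E3 construct; higher means lower luciferase signal from less NR2E3 corepressor binding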
# PDI turbidity: inhibitors of human protein disulfide isomerase; P07237; PDI insulin aggregation turbidity, A650, 90 min; inhibition, % at 10 µM; 0.052% of 350,000 active;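 active means mean inhibition across replicates of 30% or more, whatever share of single replicates reach that level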;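 further: absorbance from insulin aggregation driven by PDI reduction with DTT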
# Target sequence (P07237 whole entry, looked up): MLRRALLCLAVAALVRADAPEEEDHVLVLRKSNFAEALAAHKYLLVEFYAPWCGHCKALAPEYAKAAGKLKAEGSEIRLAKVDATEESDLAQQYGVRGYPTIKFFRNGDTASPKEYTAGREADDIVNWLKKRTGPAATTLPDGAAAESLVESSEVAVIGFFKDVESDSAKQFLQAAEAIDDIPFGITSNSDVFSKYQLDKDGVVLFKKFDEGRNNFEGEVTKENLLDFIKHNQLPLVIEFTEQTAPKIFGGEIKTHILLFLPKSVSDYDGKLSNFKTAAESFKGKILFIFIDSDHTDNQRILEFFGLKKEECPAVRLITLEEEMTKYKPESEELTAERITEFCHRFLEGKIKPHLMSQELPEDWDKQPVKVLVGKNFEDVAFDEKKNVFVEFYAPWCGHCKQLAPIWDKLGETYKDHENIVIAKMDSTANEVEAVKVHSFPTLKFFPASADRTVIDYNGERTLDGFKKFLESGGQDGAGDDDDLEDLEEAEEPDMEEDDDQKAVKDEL
# Vif inh: inhibitors of HIV Vif. HEK293T cells, Vif self-association by quenched fluorescence, imaging, 24 h. inhibition, % at 7.49 µM. 0.35% of 340,000 active; in the data active means inhibition above about 50%, passing the limit was not always enough; further: some results filed as inactive read as strong as hits
# An asterisk follows results filed as active; . = not tested or not shown.
# Fields – Shn3 inh set2	Peg3 prom inh	KKLEB tox	TRPM1 prom inh	NR2E3 ag-1	CF NFkB inh	HIF-2a inh	CaV13 ICDI inh	NR2E3 ag-2	PDI turbidity	Vif inh
Cn1c(CN2CCCC2)nc2cc(NC(=O)COc3ccc(Cl)cc3)ccc21
→ 31.1	-8.9	8.0	10.5	-2.4	-4.7	-51.0	-7.6	-6.5	-3.1	-3.7
CCOC(=O)C1=C(C)Nc2ccccc2N=C1NC(=O)c1oc2ccccc2c1COC
→ 4.4	65.4*	-15.3	20.9	0.5	55.2*	4.1	-1.9	31.8	10.4	1.1
CC(=O)N1c2ccccc2Sc2ccc3ccccc3c21
→ -10.6	16.6	13.1	.	.	-19.9	21.0	-6.3	-12.5	-11.2	23.1
CC(C)OCCCN1C(=O)c2ccccc2C1C(=O)NC1CCCCC1 (configuration not stated)
→ -23.4	-8.7	11.2	2.2	0.8	-18.6	-3.0	-5.0	-11.5	12.9	.
CCOC(=O)c1c(-c2ccsc2)csc1N
→ 1.2	3.5	2.2	0.2	2.7	-7.7	1.4	.	1.5	-3.9	3.4
COc1ccc(NC(=O)C(C)SCc2ccccc2)cc1 (configuration not stated)
→ 14.8	-27.6	26.4	-20.8	4.2	3.8	-84.8	-9.2	-5.6	-0.3	0.6
COc1cc(O)c(C(CCN2CCN(c3ccccc3)CC2)c2ccc3c(c2)OCO3)c(OC)c1 (configuration not stated)
→ 19.5	-20.1	13.6	-9.7	0.6	-3.1	0.7	-5.8	-31.8	-1.6	-2.7
Cc1cc(C)cc(OCC(=O)N2N=C(c3cccnc3)CC2(O)C(F)(F)F)c1 (configuration not stated)
→ -19.6	25.8	-28.1	3.6	-1.0	27.5	23.6	-5.3	18.9	-75.2	-1.7
COc1ccc(C(=O)Nc2cccc(NC(=O)c3cccs3)c2)cc1
→ 15.5	-132.6	-2.2	-31.0	0.6	-8.0	-138.1	-5.3	-30.2	-1.3	3.6
O=C(O)c1cccc(N2C(=O)CSC2c2c(F)cccc2Cl)c1 (configuration not stated)
→ 3.6	8.0	-6.6	-8.0	-1.7	4.1	14.9	-5.4	6.0	-1.7	0.0

# Shown as a hit in CF NFkB inh (from the list above):
Compound | Shn3 inh set2 | Peg3 prom inh | TRPM1 prom inh | NR2E3 ag-1 | CF NFkB inh | HIF-2a inh | CaV13 ICDI inh | NR2E3 ag-2 | PDI turbidity | Vif inh
CCOC(=O)C1=C(C)Nc2ccccc2N=C1NC(=O)c1oc2ccccc2c1COC | 4.4 | 65.4* | 20.9 | 0.5 | 55.2* | 4.1 | -1.9 | 31.8 | 10.4 | 1.1

# Remaining list, next part:
# Fields – Shn3 inh set2	Peg3 prom inh	KKLEB tox	TRPM1 prom inh	NR2E3 ag-1	CF NFkB inh	HIF-2a inh	CaV13 ICDI inh	NR2E3 ag-2	PDI turbidity	Vif inh
O=C(Nc1ccc(Cl)cn1)C1COc2ccccc2O1 (configuration not stated)
→ -10.1	-222.0	4.0	-26.7	2.1	-6.2	-276.2	-5.2	2.2	-3.8	-3.5
O=C(Nc1nnc(SCCN2CCOCC2)s1)C1CC(=O)N(c2ccc(F)cc2)C1 (configuration not stated)
→ -5.2	3.0	6.7	1.3	-4.6	14.2	10.1	-8.5	-8.2	-0.4	1.2
CCCC(=O)OCC(=O)Nc1cc(C(C)(C)C)nn1-c1ccccc1
→ -12.1	12.7	4.7	-2.8	2.1	-1.4	12.8	.	6.5	-4.0	11.8
C=CCOc1ccccc1CNCCNC(=O)c1nonc1N
→ 17.7	7.0	1.1	6.3	-1.2	1.6	9.8	-2.7	-11.2	4.5	-3.0
CC1CC(C)CN(CCCNC(=O)c2cc3c(=O)[nH]c4ccccc4c3n2C)C1 (configuration not stated)
→ -9.7	0.0	-4.4	-23.5	-1.3	-3.0	7.8	-4.4	11.1	3.4	-8.0
Cc1cccc(Nc2nc(N3CCCCC3)nc(N3CCCCC3)n2)c1
→ 11.9	18.9	4.5	15.4	2.2	-5.2	-0.6	.	-20.1	-0.1	-2.7
CCOC(=O)C1=CN(Cc2cccc(F)c2)S(=O)(=O)NC1c1ccc(F)c(Cl)c1 (configuration not stated)
→ -4.5	18.5	-4.7	1.1	.	25.6	4.5	-4.4	7.7	-9.2	-4.8
COc1ccccc1/C=N/NC(=O)c1ccc(Br)cc1
→ 14.6	-4.7	10.2	1.4	2.0	-15.9	-1.2	-6.2	9.2	-15.0	13.9
COc1ccc(C2(CNC(=O)Cc3ccccc3)CCCC2)cc1OC
→ 2.9	1.6	-0.3	-2.7	2.4	-0.4	0.7	-2.9	2.9	13.8	-8.6
CS(=O)(=O)NCCSCc1c(F)cccc1Cl
→ -7.6	17.2	-1.4	-12.0	1.1	0.0	5.6	.	4.3	-5.2	13.1
O=C(CN1C(=O)NC2(CCc3ccccc32)C1=O)NC1CCCCC1 (configuration not stated)
→ 6.0	-10.8	2.3	.	.	-2.0	-6.7	-4.5	-28.3	-1.5	2.3
CN(C)C(=S)Nc1ccc2c(c1)OCO2
→ -0.3	8.7	19.0	-4.4	-4.2	-3.9	-24.6	-6.3	-33.3	1.0	0.3
Cc1ccc2oc(=O)n(CC(=O)O)c2c1
→ 2.6	-10.3	10.6	-7.5	1.5	-21.3	0.8	-2.4	4.4	.	26.3
O=C(CCC(=O)N(CC(=O)NC1CCCC1)c1ccccc1F)Nc1nccs1
→ 14.5	4.1	-0.9	0.2	3.0	7.4	5.0	-7.3	-3.2	-7.7	3.1
Cc1nnc(N/N=C/c2ccco2)n1N
→ 57.3	7.6	6.2	3.1	-1.9	-10.2	-0.7	1.3	-18.7	11.7	2.0
O=C(CCCCCn1c(=O)[nH]c2ccsc2c1=O)N1CCN(C2CCCCC2)CC1
→ -13.9	13.3	-19.9	-2.6	2.2	10.6	17.6	-11.9	-27.5	.	9.9
CC(C)c1onc(C(=O)N(C)C2CCCCC2)c1[N+](=O)[O-]
→ -17.3	-0.8	0.6	3.0	3.2	2.3	11.9	-5.0	-9.3	3.4	1.6
CCc1ccccc1NC(=S)N(CCCN1CCOCC1)Cc1cccs1
→ -9.8	7.7	11.9	-2.7	0.5	-2.4	15.6	-2.4	9.5	1.2	-1.4
C=CCSc1nnc(-c2ccccc2N=Cc2c(C)[nH]n(-c3ccccc3)c2=O)c(=O)[nH]1
→ -19.7	3.8	-8.0	6.8	0.3	13.6	-19.2	.	-75.5	24.0	-6.8
COc1ccccc1NC(=O)CCN1CCN(c2ccc(Cl)cc2)CC1
→ -22.2	17.5	7.9	1.5	-0.7	-3.7	7.4	-1.0	-9.2	1.0	5.6
Fc1ccc(CSc2nsc(SCc3ccc(F)cc3)n2)cc1
→ -4.3	2.0	-2.9	-0.3	2.5	-12.8	-20.1	-3.9	9.6	11.1	-3.9
CC(C)(C)OC(=O)N(CCc1ccccc1)Cc1ccc(OCc2cccc(NC(=O)c3ccccc3)c2)cc1
→ 35.6	5.2	6.6	-7.8	.	4.3	2.1	-2.2	-11.6	-2.5	-16.2
COC(=O)CN(C)C(=O)c1ccccc1OC1CCN(S(C)(=O)=O)CC1
→ 17.4	-5.8	0.6	-8.9	6.4	1.6	4.4	-2.2	-9.7	5.1	0.8
CCSc1nc2nc(C)cc(C)n2n1
→ -31.4	6.5	0.2	-11.8	-3.3	-2.6	0.8	-1.2	-9.6	-1.9	12.0
CCN1C(=O)[C@H]2[C@H]3CN=C(SCc4ccccc4)N3[C@@](Cc3ccccc3)(C(=O)OC)[C@H]2C1=O
→ -4.6	-3.1	-5.2	-0.5	.	-21.8	-4.6	-4.6	-10.6	-9.7	-1.5
COc1ccc(C(=O)N/C(=C/c2cccc3ccccc23)C(=O)NCCc2c[nH]c3ccccc23)cc1OC
→ 15.9	10.5	29.3	28.0	1.9	-15.4	10.2	-5.8	-6.2	3.2	-17.8
Cc1cccc(NC(=O)CSCC(=O)NNC(=O)c2ccoc2C)c1
→ -16.1	21.4	-4.4	-13.4	2.2	36.9	7.1	-3.6	-9.8	3.5	10.4
CCn1nccc1C(=O)Nc1ccc(C)c(C)c1
→ -39.1	-151.0	-2.2	-66.1	.	-6.9	-210.7	.	-96.5	19.4	1.0
CNS(=O)(=O)c1cccc(C(=O)OCC(=O)Nc2cc(F)ccc2F)c1
→ 10.4	12.2	-14.1	9.6	0.8	13.0	14.7	-19.4	-20.4	-7.2	8.6
CCOC(=O)c1nnc2cc(C)nn2c1C
→ -34.0	4.7	2.6	.	3.6	-2.5	12.2	-4.9	-11.8	4.7	-2.2
Cc1ccc(-n2nnc3c(=O)n(CC(=O)NCC4CCCO4)cnc32)cc1 (configuration not stated)
→ 2.8	-1.0	-3.9	5.0	0.4	11.4	9.2	-11.1	-8.4	-2.0	11.4
COc1ccc(-c2csc(NC(=O)C3CSC4(C)CCC(=O)N34)n2)cc1OC (configuration not stated)
→ 0.0	2.0	-17.1	0.2	0.9	9.7	-0.1	-5.8	15.2	9.7	9.9
CCC1(c2ccccc2)SC(=O)NC1=O (configuration not stated)
→ 77.6	-9.8	11.0	2.7	.	28.8	9.4	-4.7	4.9	-4.1	1.4
O=C(c1ccc(S(=O)(=O)N2CCCC2)cc1)N1CCCc2ccccc21
→ 5.1	24.0	-4.4	4.2	3.7	3.6	14.5	.	-6.5	-7.9	-4.8
CCO[C@H]1c2c(ccc3ccc(=O)oc23)OC(C)(C)[C@H]1O
→ -2.5	11.7	-8.2	4.1	.	3.2	17.1	-8.8	12.8	-0.8	-1.9
CC12CCC(=O)N1C(C(=O)NNC(=O)COc1cccc(C(F)(F)F)c1)CS2 (configuration not stated)
→ 1.5	5.6	-7.2	2.5	-2.5	4.2	0.5	-4.6	-3.4	-3.0	-3.9
O=C(OCC(=O)N1CCCCCC1)c1ccc(S(=O)(=O)N2CCOCC2)cc1
→ -6.5	2.1	0.4	4.7	0.5	19.6	6.6	2.3	-4.0	-0.3	-2.0
CN(CC(=O)Nc1cccc(F)c1)C(=O)c1cn(-c2ccccc2)nc1-c1ccccc1
→ -5.0	7.8	-11.7	-0.5	-1.8	-1.5	-5.7	-3.2	-21.0	0.1	.
Cc1c(C(=O)N2CCOCC2)c(S(=O)(=O)Nc2ccc(OC(F)(F)F)cc2)c(C)n1C
→ 2.2	12.0	10.4	17.5	-1.7	2.6	14.1	-14.3	5.2	-3.9	-0.8
O=C(COC(=O)c1n[nH]c(=O)c2ccccc12)NC1CCCCC1
→ 7.7	2.9	1.8	1.1	4.5	5.4	6.9	-5.8	9.6	-4.8	0.5
Cc1cccc(N=C(N2CCOCC2)P(=O)(N2CCOCC2)N2CCOCC2)c1
→ 13.7	-20.1	-17.4	2.6	9.6	10.4	-19.6	-3.5	9.1	1.9	6.0
CCN1CCN(S(=O)(=O)c2ccc(OC)c3ccccc23)CC1
→ -2.3	13.3	-19.3	3.5	-2.0	13.2	9.5	-5.4	-7.2	1.8	-5.3
COc1cc(-c2nnc(-c3ccc(S(=O)(=O)c4ccccc4)cc3)o2)cc(OC)c1OC
→ 30.3	9.6	2.9	7.8	.	-5.6	17.4	-1.1	-10.7	7.9	-7.4
